Bioassay records deposited in PubChem by Southern Research Specialized Biocontainment Screening Center.
tuberculosis growth: growth inhibition of non-replicating M. tuberculosis (AID 488890); Mycobacterium tuberculosis non-replicating, growth inhibition; higher % means a stronger effect; one-dose inhibition, % at 25 µM; IC50 in µM for titrated hits; hit rate 0.39% among 320,000; in the data active = a potency from the dose series; inconclusive = inhibition mostly from about 82% at the one dose, without a potency; inactive = the rest, 99 in 100 with inhibition below about 76%;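 also: plate controls were DMSO cells for no effect and high antibiotic wells for full effect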
H37Rv inhibition: M. tuberculosis growth inhibition, HTS (AID 449762); M. tuberculosis H37Rv growth inhibition, 7H9 media; higher % means a stronger effect; inhibition, % at 25 µM; hits with a dose series show IC50 in µM; hit rate 0.59% among 330,000; in the data active = a potency from the dose series; inconclusive = inhibition above about 70% without an active follow-up result;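 also: bacterial growth assessed after seven days of incubation; strong numbers were not always called active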
PhoP GFP inhibition: PhoP regulon inhibitors, Salmonella typhi PhoP promoter GFP reporter, confirmatory (AID 1850). Salmonella Typhi PhoP-promoter GFP reporter, fluorescence, 4 h; higher % means a stronger effect. one-dose inhibition, % at 50 µM; IC50 in µM for titrated hits. hit rate 0.33% among 310,000; in the data active = a potency from the dose series; inconclusive = inhibition mostly from about 25% at the one dose, without a potency; inactive = the rest, 99 in 100 with inhibition below about 19%;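 also: 0% = induced wells with vehicle and 100% = uninduced wells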
VEEV TC-83 Vero: inhibitors of VEEV TC-83 cytopathic effect, confirmation, Vero cells (AID 588727). Vero cells, VEEV TC-83 cytopathic effect inhibition; higher % means a stronger effect. hit rate 0.13% among 350,000. inhibition, % at 20 µM, or IC50 in µM where a hit was titrated; in the data active = a potency from the dose series; inconclusive = inhibition mostly from about 14% at the one dose, without a potency; inactive = the rest, 99 in 100 with inhibition below about 12%; also: strong numbers were not always called active
H1N1 NS1A inhibition: H1N1 influenza NS1A inhibitors, functional cell based assay (AID 504329); inhibition, % at 12.5 µM, or IC50 in µM where a hit was titrated; NS1A functional cell-based assay, percent inhibition; higher % means a stronger effect; hit rate 0.3% among 340,000; in the data active = a potency from the dose series; inconclusive = inhibition above about 27% without an active follow-up result; also: strong numbers were not always called active
VEEV TC-83 Vero 10K pilot screen: further read-out of VEEV TC-83 Vero, marked with its call; inhibition, %; measured here: 10K pilot screen inhibition
Active calls of the source: *; i = inactive; ? = inconclusive; / = not tested or not shown. This is a random part of the collection; overall some 1.5% were active at least once.

SMILES	tuberculosis growth	H37Rv inhibition	PhoP GFP inhibition	VEEV TC-83 Vero	H1N1 NS1A inhibition	others
CCn1ccnc1CNC(=O)CC1C(=O)NCCN1CC(c1ccccc1)c1ccccc1 (stereo not given)	5%	-3%	-8%	1.9%	-2%
Cc1ccc(S(=O)(=O)c2c(C(=O)c3ccccc3)cnc3cc4c(cc23)OCCO4)cc1	-8%	-5%	-9%	4.2%	-5%
COc1ccc(/C=C2\CCC(C3CCCC3)C2=O)cc1Cn1nc(C)cc1C (stereo not given)	-11%	3%	-12%	i	20%
COc1cc2c(cc1OC)CN(C(=O)c1ccc3[nH]c(C)c(C)c3c1)CC2	2%	-6%	-4%	7.8%	5%
O=C(CN1CCC(NC(=O)c2cccc(F)c2)CC1)Nc1ccc(Br)cc1	i	?	0%	0.5%	4%
COc1ccc(OC)c(S(=O)(=O)NCC(=O)NC2CCCc3ccccc32)c1 (stereo not given)	/	/	/	8.8%	-7%
Cc1oc2c(c(C)cc3oc(=O)c(CC(=O)NCCCN4CCCC4=O)c(C)c32)c1C	6%	-8%	-4%	1.2%	6%
Cc1ccc(C2(c3noc(CN4CCC(C(=O)N5CCOCC5)CC4)n3)CCCC2)cc1	14%	0%	2%	2.0%	10%
NS(=O)(=O)c1ccc(NCC2COc3ccccc3O2)c([N+](=O)[O-])c1 (stereo not given)	18%	56%	-7%	7.6%	9%
O=C(c1ccc([N+](=O)[O-])cc1[N+](=O)[O-])N1CCc2ccccc21	3.3µM*	?	-4%	i	-11%
Cc1nn(C)cc1/C=C(/C#N)C(N)=O	-2%	-7%	8%	1.7%	-5%
COC(=O)c1cn(NC(=O)c2cccnc2)c(=O)c2ccccc12	-7%	0%	5%	1.0%	3%
COc1ccc(CC(=O)NCC2CCCN(Cc3ccc(SC)cc3)C2)cc1 (stereo not given)	-1%	-12%	1%	i	-1%
O=C1c2ccccc2NC(c2ccc(O)c(O)c2)N1c1ccccc1Cl (stereo not given)	6%	-3%	-3%	0.8%	1%
O=c1nc(-c2ccccc2)cc(C(F)(F)F)[nH]1	34%	3%	-11%	1.9%	2%
Cc1cccc(N(CC(=O)NC(C)(C)C)C(=O)CS(=O)CC(=O)Nc2ccc(F)cc2)c1 (stereo not given)	-8%	-11%	-8%	1.6%	-9%
O=C(O)c1ccc(S(=O)(=O)NCc2cccnc2)cc1	-27%	0%	-1%	0.2%	-5%
S=C1NC2CCCCC2N1 (stereo not given)	-13%	-10%	13%	1.0%	12%
CCn1c(CCl)nc2cc(S(=O)(=O)N3CCOCC3)ccc21	?	?	/	/	/
COc1ccc(C(O)(CCC(C)C)C(CN2CCOCC2)c2ccc(Cl)cc2)cc1 (stereo not given)	35%	?	-1%	i	-5%

Structural class: the compounds so far containing four or more nitrogen atoms
SMILES	tuberculosis growth	H37Rv inhibition	PhoP GFP inhibition	VEEV TC-83 Vero	H1N1 NS1A inhibition	others
CCn1ccnc1CNC(=O)CC1C(=O)NCCN1CC(c1ccccc1)c1ccccc1 (stereo not given)	5%	-3%	-8%	1.9%	-2%
Cc1ccc(C2(c3noc(CN4CCC(C(=O)N5CCOCC5)CC4)n3)CCCC2)cc1	14%	0%	2%	2.0%	10%
Cc1nn(C)cc1/C=C(/C#N)C(N)=O	-2%	-7%	8%	1.7%	-5%

Reprinted at random: 4 records from the list.
SMILES	tuberculosis growth	H37Rv inhibition	PhoP GFP inhibition	VEEV TC-83 Vero	H1N1 NS1A inhibition	others
NS(=O)(=O)c1ccc(NCC2COc3ccccc3O2)c([N+](=O)[O-])c1 (stereo not given)	18%	56%	-7%	7.6%	9%
Cc1ccc(C2(c3noc(CN4CCC(C(=O)N5CCOCC5)CC4)n3)CCCC2)cc1	14%	0%	2%	2.0%	10%
COc1ccc(OC)c(S(=O)(=O)NCC(=O)NC2CCCc3ccccc32)c1 (stereo not given)	/	/	/	8.8%	-7%
O=C(CN1CCC(NC(=O)c2cccc(F)c2)CC1)Nc1ccc(Br)cc1	i	?	0%	0.5%	4%

(continued)
SMILES	tuberculosis growth	H37Rv inhibition	PhoP GFP inhibition	VEEV TC-83 Vero	H1N1 NS1A inhibition	others
COCCNc1nc(N)c([N+](=O)[O-])c(N2CCCCCC2)n1	-4%	1%	11%	i	-12%
Cc1cc(C)n(CC(=O)NC2CCCCC2C)c(=O)c1C#N (stereo not given)	-4%	-7%	-3%	1.0%	-2%
N#Cc1c(NC(=S)NC(=O)Cc2cccs2)sc2c1CCCCC2	?	?	-14%	i	3%
CCCCCCn1c(=O)c(C(=O)Nc2nc(CC(=O)OCC)cs2)c(O)c2ccccc21	?	?	0%	5.2%	-1%
Cc1ccc2c(C)cccc2c1	/	/	/	i	-3%
O=C1CC(N2CCN(c3nc4ccccc4s3)CC2)C(=O)N1c1cccc(F)c1 (stereo not given)	2%	-3%	1%	i	-12%
O=C(/C=C/c1ccc([N+](=O)[O-])cc1)NCCN1C(=O)S/C(=C\c2ccc(F)cc2)C1=O	-5%	-4%	0%	i	-8%
CC(=O)Nc1cc(C(=O)NCCN2CCN(Cc3ccccc3)CC2)ccc1Sc1ccc(C)cc1	16%	-3%	11%	0.7%	0%
O=CN1CCN(c2ncnc3c2nnn3Cc2c(F)cccc2Cl)CC1	-17%	-4%	-2%	3.0%	1%
COc1cc(NC(=O)CSc2nnc(NC(C)C)s2)cc(OC)c1OC	4%	0%	8%	1.3%	0%
COc1ccc(-c2cc(C(F)(F)F)nc(-n3cncn3)n2)cc1	1%	1%	-5%	5.4%	13%
Cc1ccc2c(c1)nnn2C1CCN(CC(=O)Nc2ccc(F)cc2)CC1	17%	-2%	-7%	3.4%	-10%
O=C(Cc1c[nH]c2ccccc12)NCc1ccncc1	-3%	-2%	-3%	i	-7%
COC(=O)c1ccc(-c2nc(CN3CCC(C(=O)N4CCOCC4)CC3)c(C)o2)cc1	-4%	-1%	5%	1.3%	-6%
CC(=O)Nc1cc[n+](C(C)C(=O)c2ccc(Br)cc2)cc1 (stereo not given)	1%	0%	10%	0.4%	-3%
COc1ccccc1CNC(=O)c1ccccc1N	7%	-6%	-2%	i	-3%
Cc1cnc(=O)[nH]c1SCc1ccc(C(F)(F)F)cc1	3%	5%	0%	2.5%	1%
CCCOc1ccc(C(=O)NC(=S)Nc2nc(C)c(C(=O)N(C)C)s2)cc1	51%	0%	1%	4.8%	5%	VEEV TC-83 Vero 10K pilot screen=0.5
O=C1Nc2ccccc2S/C1=C/c1cccs1	-1%	2%	-22%	i	4%
CC(C)Nc1cc(N2CCCC2)ccc1[N+](=O)[O-]	-1%	-4%	4%	i	5%
N#CCCc1cccc(CCC#N)c1	-8%	-8%	-2%	i	1%
CC(C)c1ccc(NC(=O)C2CC2c2ccccc2)cc1 (stereo not given)	43%	3%	-2%	4.2%	-3%
CC(=O)NCCc1nc2ccccc2n1Cc1ccc(C)cc1	/	-12%	/	i	4%
CCCN1CCN(C(=O)c2ccc(F)c(S(=O)(=O)N3CCOCC3)c2)CC1	-18%	-14%	/	0.7%	-5%
CCOc1ccc(N(CC(=O)N2CCCCC2)S(=O)(=O)c2ccc(Cl)cc2)cc1	6%	5%	8%	i	5%
CCCCCCCCCS(=O)(=O)Nc1cc(C)ccn1	58%	0%	-2%	1.4%	-5%
Cc1cc(C)c(-n2c(O)c(C=NCCN3CCOCC3)c(=O)[nH]c2=O)c(C)c1	-11%	-2%	-2%	0.6%	-13%
CCc1ccc2nc(N=C(N)N)nc(C)c2c1	67%	4%	-2%	2.5%	0%
CCc1nnc2n1N=C(c1ccc([N+](=O)[O-])cc1)CS2	-9%	-1%	7%	i	0%
Cc1ccc2[nH]c(C(=O)N/N=C/c3ccccc3C(=O)O)c(-c3ccccc3)c2c1	69%	?	6%	0.0%	1%
O=C(NCCCCc1ccccc1)C1CC(c2cc(C(F)(F)F)cc(C(F)(F)F)c2)=NO1 (stereo not given)	-1%	-12%	-11%	0.2%	-9%
O=C(CN(c1ccc(F)cc1)S(=O)(=O)c1ccc2c(c1)OCCO2)NCC1CCCO1 (stereo not given)	-9%	-5%	1%	0.6%	-2%
O=C(Nc1ccc(-c2csnn2)cc1)C(Cl)(Cl)Cl	29%	?	-3%	0.1%	-19%
CCn1ccnc1CN(C)Cc1cn(-c2ccc(C)cc2)nc1-c1cccc(C)c1	?	?	4%	1.8%	9%
C=CCNC(=O)C1CC1(c1ccc(C)cc1)c1ccc(C)cc1 (stereo not given)	20%	0%	-6%	0.5%	-8%
Clc1cncc(Cl)c1NNc1c2ccccc2nc2ccccc12	22%	-1%	-10%	i	18%
CCCn1c2ccc(F)cc2c2nnc(SCCN3CCOCC3)nc21	52%	1%	1%	7.6%	-2%
CC(C)CNS(=O)(=O)c1cc(C(=O)OC2CCOC2=O)c(Cl)cc1Cl (stereo not given)	-4%	-5%	1%	0.3%	-9%
Cc1ccc(S(=O)(=O)N2CCCCC2)cc1NC(=O)COC(=O)C1(C)CC1(Cl)Cl (stereo not given)	15%	-9%	/	5.9%	-12%
COc1cc(-c2c(C#N)c(N)nc3c2CCCC3)ccc1O	-10%	-8%	2%	7.0%	-3%
COc1ccc(CNC(=O)COc2ccc(F)cc2)cc1	4%	-2%	4%	0.5%	-3%
COc1ccc(C(=O)NC(=S)Nc2ccc(CN3CCOCC3)cc2)cc1Br	?	19%	10%	0.5%	10%
Cc1cc(O)c(/C=N/Nc2ccccc2Cl)c(=O)o1	43%	-5%	13%	i	3%
O=C(CN1C(=O)c2ccccc2S1(=O)=O)Nc1ncc([N+](=O)[O-])s1	/	/	/	1.2%	-1%
CC(=O)c1ccc(NC(=S)NNC(=O)c2ccccc2[N+](=O)[O-])cc1	42%	-4%	0%	1.0%	4%
Cc1ccc(S(=O)(=O)c2cc3ccccc3nc2N)cc1	4%	2%	2%	0.7%	4%
Cc1ccc(S(=O)(=O)N2CCN(C(=O)[C@H](Cc3ccccc3)NC(=O)c3ccco3)CC2)cc1	/	/	/	6.3%	-3%
CCn1cc(Cl)c(C(=O)N2N=C(c3ccc4ccccc4c3)CC2c2ccccc2O)n1 (stereo not given)	42%	1%	-9%	9.0%	-4%
Cc1ccc(NC(=S)N2CCC(N(C)CC3CCCO3)CC2)cc1 (stereo not given)	5%	-5%	-6%	0.1%	-7%
CCOC(=O)c1ccccc1NC(=O)COC(=O)C1CCCC1	30%	27%	-1%	2.0%	-11%
CC(=NCCCn1ccnc1)c1c(O)n(C)c(=O)n(C)c1=O	-7%	-6%	-7%	2.0%	7%
CC1(NC(=O)CSc2nnc(-c3ccco3)n2Cc2ccccc2)CCS(=O)(=O)C1 (stereo not given)	0%	-2%	/	1.9%	7%
O=C(c1c(F)cccc1F)N1CCC(O)(c2cccnc2)CC1	-9%	-2%	-1%	2.9%	-1%
CN(CC(=O)Nc1cccc(F)c1)CC(=O)N(C)c1c(N)n(Cc2ccccc2)c(=O)[nH]c1=O	10%	-5%	/	3.2%	1%
O=c1c2c3c(sc2nc(N2CCNCC2)n1CCc1ccccc1)CCCCC3	52%	8%	10%	i	5%
N#Cc1cccc(NC(=O)Cn2cnc(S(=O)(=O)N3CCc4ccccc43)c2)c1	0%	4%	4%	2.1%	5%
CN=C(Nc1cc(C)nn1-c1ccccc1)c1ccccc1F	0%	0%	5%	0.5%	4%
Cc1ncc([N+](=O)[O-])n1CCOC(=O)Nc1ccc(Cl)c(Cl)c1	42%	-9%	-3%	1.5%	10%
CC(=O)NNC(=S)NC(=O)c1ccccc1	?	60%	21µM*	1.9%	-10%
COc1ccc(Cn2nnc3c(=O)[nH]c(C4CCN(S(=O)(=O)c5ccc(C)cc5)CC4)nc32)cc1	20%	?	0%	i	1%
Further compounds
SMILES	tuberculosis growth	H37Rv inhibition	PhoP GFP inhibition	VEEV TC-83 Vero	H1N1 NS1A inhibition	others
O=C(CSc1ccsc1[N+](=O)[O-])Nc1cccc(F)c1	/	/	/	1.8%	6%
O=C(NCCN1CCOCC1)Nc1cccc(Cl)c1	-11%	-14%	9%	0.1%	-6%
COc1ccc(CCNC(=O)CSc2nnc3ccccn23)cc1	28%	0%	4%	0.1%	5%
C[C@H]1COC(=O)[C@@H](CC(=O)OC(C)(C)C)C/C=C\C[C@@H](CC(=O)N[C@H](CO)Cc2ccccc2)C(=O)N1	5%	6%	/	0.3%	4%
CC(=O)c1cccc(S(=O)(=O)N2CCC(C(=O)O)(c3ccccc3)CC2)c1	0%	1%	13%	2.2%	8%
Cc1cc(C(F)(F)F)nc(SCCN2CCCCC2)c1C#N	-13%	4%	0%	0.1%	0%
COc1cc(/C=N/NC(=O)COc2c(C)cc([N+](=O)[O-])cc2C)ccc1OC(=O)c1ccccc1	49%	-5%	2%	1.6%	6%
COc1ccccc1N=C1SC(C)CN1C(=O)C1CCC1 (stereo not given)	-5%	-9%	0%	/	/
